# Glioma ERSR ind – induces the endoplasmic reticulum stress response in human glioma cells; 420,000 compounds, 0.02% hits; Potency, µM, inactives show top-dose activation, usual class: activators; U87-MG GRP78 promoter luciferase reporter, 16 h; further: potency means the concentration at half of the fitted maximal effect; series mostly up to about 76 µM; % of control where 0% means no effect; nearly all actives have a fitted effect of over 35% in size
#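 Stably transfected U87-MG glioma cells carrying a GRP78-based luciferase sensor; 16 h compound incubation. Luminescence end-point read 10 min after Bright-Glo addition at room temperature.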
# POLH inh – DNA polymerase eta (human) inhibition; Potency, µM (doses to about 114 µM), for inactives: at the top dose activity change, negative = inhibition, hits mostly inhibitors; recombinant Pol eta, fluorescent DNA replication assay; 390,000 compounds, 1.2% hits; Q9Y253; further: potency means the concentration at half of the fitted maximal effect; on the % scale 0 is the no-effect control and ±100 the full control effect
#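 Pol eta at 10 nM preincubated with compounds 15 min at room temperature; reaction started with fluorescent substrate (50 nM final) and read kinetically at 0 and 10 min.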
# APEX1 inh – inhibitors of human APE1 endonuclease; P27695; Potency, µM (highest dose often 65.8 µM), inactives show at the highest dose activity change, negative = inhibition, actives largely listed as inhibitors; 350,000 compounds, 0.35% hits; recombinant APE1, TAMRA/BHQ-2 abasic DNA cleavage fluorescence;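 further: potency means the concentration at half of the fitted maximal effect; plate controls were vehicle for no effect and reference inhibitor for full effect; nearly all actives have a fitted effect of over 55% in size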
#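 Quantitative HTS: incision of a TAMRA/BHQ-2 double-stranded substrate bearing a tetrahydrofuran abasic site by 0.75 nM APE1 raises fluorescence. Substrate 50 nM final, added after 15 min compound preincubation at room temperature; progress as third-minus-first kinetic read difference.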
# LDHA inh – blocks human lactate dehydrogenase A; P00338; purified LDHA, NADH/diaphorase-resazurin fluorescence; hits give low values; activity change, % (values are at about 110 or 230 µM); 480,000 compounds, 0.15% hits; AID 1347041; in the data active means activity change below about -30%; inconclusive means mostly about -25% to -30%;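 further: plate controls were DMSO wells for no effect and wells without enzyme for full effect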
#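 Resorufin fluorescence (ex540/em590), read at 0 and 20 min after diaphorase/resazurin addition, reports the NADH left after a 5 min room-temperature reaction of 2 nM human LDH5 with 0.06 mM NADH and 0.2 mM pyruvate.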
# POLB inh – DNA polymerase beta (human) inhibition; P06746; Pol beta primer extension/strand displacement, fluorescence kinetic; Potency, µM (doses to about 114 µM), for inactives: at the top dose activity change, negative = inhibition, usual class: inhibitors; 340,000 compounds, 1.3% hits; AID 485314; further: potency means the concentration at half of the fitted maximal effect; on the % scale 0 is the no-effect control and ±100 the full control effect
#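 Kinetic readout of DNA synthesis with strand displacement by Pol beta. Compound and 10 nM enzyme sit 15 min at room temperature; 50 nM substrate starts the reaction, read immediately and at 10 min.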
# BLM inh – Bloom syndrome helicase (human) inhibition. P54132. 350,000 compounds, 0.2% hits. Potency, µM (top dose mostly 56.1 µM), for the others: at the highest dose activity change, negative = inhibition, usual class: inhibitors. recombinant BLM DNA unwinding, fluorescence dequenching;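 further: potency means the concentration at half of the fitted maximal effect; plate controls were vehicle for no effect and no enzyme for full effect; nearly all actives have a fitted effect of over 35% in size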
# Pol iota inh – DNA polymerase iota (human) inhibition; Q9UNA4; Pol iota fluorescent replication assay, 10 min; Potency, µM (doses to about 115 µM), for inactives: at the highest dose activity, negative = inhibition, most hits filed as inhibitors; 390,000 compounds, 1% hits; further: potency means the concentration at half of the fitted maximal effect
#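 Pol iota at 10 nM preincubated 15 min with compounds at room temperature; reaction started with fluorescent substrate, 50 nM final. Fluorescence read kinetically at 0 and 10 min; buffer-only wells as negative control.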
# Anesthetic bind – binds horse apoferritin like a general anesthetic. P02791. apoferritin/1-aminoanthracene competitive binding, fluorescence. Potency, µM (titrated, usually from 77.5 µM), without a hit: at the top dose activity change, negative = displacement, usual class: inhibitors. 350,000 compounds, 0.074% hits. AID 485281; further: potency means the concentration at half of the fitted maximal effect; on the % scale 0 is the no-effect control and ±100 the full control effect; nearly all actives have a fitted effect of over 20% in size
#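 Horse-spleen apoferritin (10 uM) in 50% saturated 1-aminoanthracene in PBS was incubated 10 min at room temperature with compound. Fluorescence (ex 380, em 535 nm) was normalized to free and bound 1-AMA, with concentration-response fitted by a four-parameter Hill equation.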
# POLK inh – DNA polymerase kappa (human) inhibition; Q9UBT6; purified Pol kappa, fluorescent DNA synthesis assay, 10 min; Potency, µM (series often up to 107 µM), for inactives: top-dose activity, negative = inhibition, hits mostly inhibitors; 400,000 compounds, 0.53% hits; further: potency means the concentration at half of the fitted maximal effect; on the % scale 0 is the no-effect control and ±100 the full control effect
#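 10 nM Pol kappa was preincubated with compounds for 15 min at room temperature. Reaction started with 50 nM (final) substrate. Fluorescence read kinetically at 0 and 10 min.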
# An asterisk follows results filed as active; ? = inconclusive; · = no result given; & = joins results of further samples; [ ] = dose if it differs, or a comment. Unless noted, the call rests on the fitted dose curve; in most records, active means well fitted curve in the direction sought with a large enough effect; inconclusive means small, poorly fitted or top-dose-only effect, or another doubt; inactive means no such curve, though single readings can be large; an effect the other way counts as inactive or inconclusive. This is a subset; the hit share may differ from the screen's.
no.	structure	Glioma ERSR ind	POLH inh	APEX1 inh	LDHA inh	POLB inh	BLM inh	Pol iota inh	Anesthetic bind	POLK inh
1	Cc1c(/C=C2\NC(=O)NC2=O)c2ccccc2n1C	-4%	-20%	-2%	2	11%	0%	126%[activator]	-18%	-1%
2	CCOc1cc(C2C(C(=O)OC)=CN(C3CCCC3)C=C2C(=O)OC)cc(Br)c1O	-2%	-6%	0%	3	3%	-2%	-18%	-2%	-5%
3	CCOc1cccc(/C=N/NC(=S)Nc2cc(S(=O)(=O)N3CCOCC3)ccc2N2CCOCC2)c1O	-6%	-19%	-5%	-3	0%	-5%	12%	17%	-22%
4	C(=C\c1ccnc2ccccc12)/c1ccc(N2CCOCC2)cc1	-2%	·	·	-6	·	·	?	·	?
5	Cc1cc(Cl)c2ccccc2n1	-2%	-14%	18%	-5	17%	-3%	132%[activator]	0%	-10%
6	CC(C)c1ccc(NC(=O)N2CCN(c3ccc(Cl)c(Cl)c3)CC2)cc1	·	·	·	2	17%	-10%	1%	34%[activator]	8%
7	O=C(CN1C(=O)CCSc2ccc(S(=O)(=O)N3CCCC3)cc21)NCc1ccccc1Cl	1%	-18%	0%	-3	-3%	-3%	34%[activator]	-4%	-12%
8	COc1cccc(-c2nc3ccccc3s2)c1O	-8%	-24%	-1%	13	18%	1%	44%[activator]	68%[activator]	2%
9	COc1cc(/C=C(\NC(=O)c2ccccc2)C(=O)N2CC3CC(C2)c2cccc(=O)n2C3)cc(OC)c1OC (configuration not stated)	-1%	-2%	-2%	-5	0%	0%	5%	-1%	-20%
10	CCOc1ccc(CNC(=O)c2sc3nc(C)cc(C)c3c2-n2cccc2)cc1	-1%	6%	·	2	1%	-3%	24%	?	-4%
11	CCOC(=O)N1CCN(C(=O)/C=C/c2ccc(OC)cc2)CC1	-1%	-7%	-17%	0	60%	1%	43%[activator]	-8%	11%
12	O=C(Cn1cnc([N+](=O)[O-])c1)Nc1ccc(F)c(Cl)c1	1%	-11%	49%	-6	-1%	-8%	-11%	3%	-8%
13	O=C(c1ccc(Cl)cc1)N1CCN(CCOc2ccccc2)CC1	1%	-19%	9%	0	-19%	-2%	49%[activator]	-15%	5%
14	COc1ccc(CNC(=O)Cc2c(C)c3c(cc(C)c4c(C)c(C)oc43)oc2=O)cc1OC	-1%	-11%	·	2	9%	1%	19%	-5%	-16%
15	O=C(COc1ncnc2ccccc12)NCc1ccco1	4%	4%	3%	-6	0%	-7%	78%[activator]	1%	-16%
16	Cc1ccc(CN=c2c([N+](=O)[O-])nn(-c3ccc(Cl)cc3)n2O)cc1	0%	-14%	?	-3	-28%	2%	17%	?	-6%
17	Cc1ccnc2nc(C(=O)OCC(=O)NC3CCCC(C)C3C)nn12 (configuration not stated)	1%	?	10%	-4	·	·	1%	·	-12%
18	COc1ccc(COc2ncnc3ccc(Br)cc23)cc1F	-3%	-25%	24%[12.4 µM]	-1	5%	-3%	67%[activator]	4%	-12%
19	CCN1CCN(c2ccc(S(=O)(=O)N3CCOCC3)cc2NC(=O)c2ccc(F)cc2Cl)CC1	-3%	-18%	19%	-3	·	·	?	·	-10%
20	Cc1ccccc1N1CCN(CC(=O)Nc2ccccc2C(=O)NC2CC2)CC1	1%	-16%	-2%	0	·	·	13%	·	3%
21	Cc1cc(C)cc(NC(=O)CSc2ccc(-c3ccccn3)nn2)c1	-1%	3%	-7%	1	?	-4%	-21%	-19%	-5%
22	CCCN(CCC)CC(O)COc1ccccc1C(=O)Nc1ccccc1 (configuration not stated)	-5%	-19%	3%	1	20%	-9%	54%[activator]	0%	-3%
23	O=c1c2ccccc2c(C=Nc2ccc(S(=O)(=O)Nc3ncccn3)cc2)c(O)n1-c1cccc(Cl)c1	·	·	-1%	·	-5%	1%	·	-12%	·
24	CCOC(=O)c1sc(=S)n(CC)c1NC(=O)C1CC1	-4%	-11%	-5%	-6	-8%	-3%	-11%	-19%	-4%

# 5 compounds out of the list above, ordered by their value in Pol iota inh, low to high:
no.	smiles	Glioma ERSR ind	POLH inh	APEX1 inh	LDHA inh	POLB inh	BLM inh	Pol iota inh	POLK inh
21	Cc1cc(C)cc(NC(=O)CSc2ccc(-c3ccccn3)nn2)c1	-1%	3%	-7%	1	?	-4%	-21%	-5%
24	CCOC(=O)c1sc(=S)n(CC)c1NC(=O)C1CC1	-4%	-11%	-5%	-6	-8%	-3%	-11%	-4%
20	Cc1ccccc1N1CCN(CC(=O)Nc2ccccc2C(=O)NC2CC2)CC1	1%	-16%	-2%	0	·	·	13%	3%
16	Cc1ccc(CN=c2c([N+](=O)[O-])nn(-c3ccc(Cl)cc3)n2O)cc1	0%	-14%	?	-3	-28%	2%	17%	-6%
14	COc1ccc(CNC(=O)Cc2c(C)c3c(cc(C)c4c(C)c(C)oc43)oc2=O)cc1OC	-1%	-11%	·	2	9%	1%	19%	-16%

# (next part)
no.	structure	Glioma ERSR ind	POLH inh	APEX1 inh	LDHA inh	POLB inh	BLM inh	Pol iota inh	Anesthetic bind	POLK inh
25	Cc1nn(CC(=O)Nc2ccc3c(c2)nc2n3CCOC2)c(=O)c2ccccc12	-4%	-5%	3%	3	5%	-4%	-24%	-13%	-12%
26	CN(Cc1ccccc1)c1nc2c(c(=O)[nH]c(=O)n2C)n1Cc1ccccc1F	1%	-24%	-10%	-3	-4%	-3%	40%[activator]	-2%	-4%
27	COC(=O)[C@H](CCSC)NS(=O)(=O)c1ccccc1Br	0%	-7%	-3%	-4	13%	-1%	19%	-7%	-17%
28	O=C(NCc1cccs1)C1CCN(c2nccs2)CC1	-3%	-9%	-6%	4	17%	3%	-8%	-8%	7%
29	Nn1cnnc1SCC(=O)Nc1ccc2c(c1)OCCO2	-1%	4%	1%	0	10%	0%	-2%	-1%	-5%
30	O=C(CSCc1ccc(Cl)cc1)NCc1ccc2c(c1)OCO2	-5%	0%	2%	-5	1%	0%	?	?	0%
31	COC(=O)C/C=C\[C@@H](C)[C@@H](CO)NS(=O)(=O)c1ccc(C)cc1	-2%	·	7%[12.4 µM]	·	·	4%[12.4 µM]	·	-3%[15.3 µM]	·
32	O=C(O)c1ccc2c(=O)n3c(nc2c1)/C(=C/c1ccccc1Br)CC3	-3%	-4%	3%	-15	18%	3%	110%[activator]	1%	-4%
33	CCNCc1cc(Cl)cc(OC)c1OC(C)C	-5%	-9%	5%	-2	9%	-1%	2%	-9%	-3%
34	S=C(NCCc1ccc(Cl)cc1)Nc1ccc(Cl)cc1Cl	-4%	-25%	0%	-2	0%	-15%	-3%	-20%	-7%
35	O=C(CSc1nnc(Cc2cccs2)n1Cc1ccco1)Nc1ccc(Cl)cc1Cl	-1%	-11%	?	-1	-7%	-15%	-7%	-11%	-11%
36	O=C(Cc1ccc(Cl)cc1)NCCN1CCCC1	-4%	-15%	0%	0	1%	2%	-8%	-3%	4%
37	Cc1cc(C)cc(NC(=O)Cn2nnc(C(=O)NCc3cccs3)c2N)c1	-6%	-12%	33%	-4	?	-1%	?	?	2%
38	c1ccc2c(c1)CCN(c1ncnc3nc[nH]c13)C2	-2%&-5%&4%	-2%	13%	2&0&3	10%	0%	23%&-6%	-7%	13%&-25%&-16%
39	Fc1ccc(CCNC(=S)Nc2ccc(F)c(Cl)c2)cc1	-6%	-15%	-1%	-6	2%	-9%	143%[activator]	?	-5%
40	CCc1nnc(NC(=O)C2CC(=O)N(c3ccc(C)cc3)C2)s1 (configuration not stated)	0%	5%	-5%	-2	-11%	-2%	?	6%	-22%
41	CCOC(=O)c1cc2c(N)c(C(=O)c3ccc(Br)cc3)sc2[nH]c1=O	-5%	-10%	-11%	1	3%	-7%	-4%	-7%	6%
42	O=C(Nc1nnc(CCc2ccccc2)s1)c1cccs1	2%	-10%	-6%	-6	3%	-2%	-3%	-8%	-17%
43	O=C(N1CCCCCC1)N1CCN(C(=O)N2CCCCC2)CC1	-6%	?	-2%	-4	0%	-2%	-2%	9%	-7%

# Given with one line to a screen: entries from further up.
(37) Cc1cc(C)cc(NC(=O)Cn2nnc(C(=O)NCc3cccs3)c2N)c1
(38) c1ccc2c(c1)CCN(c1ncnc3nc[nH]c13)C2
(39) Fc1ccc(CCNC(=S)Nc2ccc(F)c(Cl)c2)cc1

compound no.	37	38	39
Glioma ERSR ind	-6%	-2%&-5%&4%	-6%
POLH inh	-12%	-2%	-15%
APEX1 inh	33%	13%	-1%
LDHA inh	-4	2&0&3	-6
POLB inh	?	10%	2%
BLM inh	-1%	0%	-9%
Pol iota inh	?	23%&-6%	143%[activator]
Anesthetic bind	?	-7%	?
POLK inh	2%	13%&-25%&-16%	-5%
